LAP4-GFP MLPCN – alters LAP4-GFP fluorescence in TOR pathway yeast screen | S. cerevisiae LAP4-GFP multiplex, flow cytometry GFP, 3 h; median GFP as percent of DMSO wells | GFP response vs DMSO, % at 10 µM | 320,000 tested, 0.34% active | AID 2023;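 active means GFP response vs DMSO above a set limit, about the screen mean plus 3 SD, cut at about 150% in these data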
MEP2-GFP yeast – modulators of TOR pathway MEP2-GFP in S. cerevisiae; GFP response vs DMSO, % at 10 µM; 330,000 tested, 0.51% active; AID 2016; S. cerevisiae MEP2-GFP strain, flow cytometry GFP, 3 h; 100% = DMSO control level;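 active means GFP response versus DMSO above a set limit, roughly screen mean plus 3 SD, cut at about 180% in these data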;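 further: median GFP fluorescence of the barcode-gated MEP2-GFP cells per well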
Yeast superoxide – caloric restriction mimetics inhibiting age-related superoxide in yeast; superoxide response (% of plate mean), % at 10 µM; 330,000 tested, 0.18% active; S. cerevisiae aged cells, superoxide DHE fluorescence; active compounds read low; AID 2690;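 active means superoxide response under a set limit, about three screen SD below normal, cut at about 65% in these data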;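 further: yeast aged for seven days with compound at 30 °C before DHE staining; 100% = average MFI of all compound-treated wells on the plate with controls excluded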
GRK2 aptamer HTS – human GRK2 inhibition via aptamer displacement. AID 488847. inhibition of aptamer binding, % at 10 µM. bead flow cytometry, FAM-aptamer displacement from GRK2. P25098. 330,000 tested, 0.59% active;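 active means inhibition of aptamer binding above 40%, roughly 3 SD of noise, on plates passing a quality check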;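 further: median bead fluorescence of bound FAM aptamer so fluorescent compounds give negative values; no value below 0 was filed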
Target sequence (P25098 whole entry, looked up): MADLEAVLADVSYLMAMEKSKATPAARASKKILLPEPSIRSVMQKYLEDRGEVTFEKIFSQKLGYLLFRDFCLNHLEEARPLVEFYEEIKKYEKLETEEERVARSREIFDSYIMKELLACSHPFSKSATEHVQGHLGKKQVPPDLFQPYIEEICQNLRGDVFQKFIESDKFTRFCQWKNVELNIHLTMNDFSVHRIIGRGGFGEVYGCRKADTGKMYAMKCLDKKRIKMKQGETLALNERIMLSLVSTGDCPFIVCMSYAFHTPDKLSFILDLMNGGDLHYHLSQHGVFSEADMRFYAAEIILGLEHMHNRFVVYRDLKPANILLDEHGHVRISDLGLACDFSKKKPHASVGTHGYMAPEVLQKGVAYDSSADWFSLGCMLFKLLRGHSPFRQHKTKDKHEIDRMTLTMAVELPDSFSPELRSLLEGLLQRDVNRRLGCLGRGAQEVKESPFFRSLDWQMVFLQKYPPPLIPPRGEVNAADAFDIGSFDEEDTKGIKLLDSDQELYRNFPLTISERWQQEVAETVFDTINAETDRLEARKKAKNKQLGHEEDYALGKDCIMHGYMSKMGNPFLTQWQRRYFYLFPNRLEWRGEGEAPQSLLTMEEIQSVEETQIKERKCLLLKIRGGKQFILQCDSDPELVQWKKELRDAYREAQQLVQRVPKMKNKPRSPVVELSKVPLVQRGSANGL
CIT2-GFP yeast – modulators of TOR pathway CIT2-GFP in S. cerevisiae; S. cerevisiae CIT2-GFP strain, flow cytometry, 3 h; 100 means same as DMSO wells; GFP response vs DMSO, % at 10 µM; 320,000 tested, 0.065% active;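 active means GFP response relative to DMSO above a set limit, near the screen mean plus 3 SD, cut at about 150% in these data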;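 further: ratio of well median GFP fluorescence to mean of DMSO wells on the plate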
RPL19A TOR yeast – alters RPL19A-GFP fluorescence in TOR pathway yeast screen. 330,000 tested, 0.3% active. percent response vs DMSO, % at 10 µM. S. cerevisiae RPL19A-GFP strain, flow cytometry, 3 h; active compounds read low;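 active means percent response vs DMSO below 50%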;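 further: median channel GFP fluorescence of the barcoded RPL19A-GFP strain; ratio of sample median GFP to plate DMSO average so 100% = DMSO; lower means less RPL19A-GFP as with rapamycin TOR inhibition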
AGP1 TOR yeast – alters AGP1-GFP fluorescence in TOR pathway yeast screen. S. cerevisiae AGP1-GFP multiplex flow cytometry, 3 h; GFP as percent of DMSO wells. GFP response vs DMSO, % at 10 µM. 320,000 tested, 0.02% active. AID 2066;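 active means GFP response relative to DMSO above a set limit, near screen average plus 3 SD, cut at about 150% in these data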;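 further: median GFP channel fluorescence of the gated AGP1 strain per well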
VLA-4 inh – inhibition in a human VLA-4 binding assay | P13612 | VLA-4 expressing cells, ligand binding flow cytometry | inhibition, % (about 7 µM as worked out from the volumes in the protocol) | 330,000 tested, 0.2% active | AID 2557; in the data active means inhibition above about 50%
Starred values were filed as active, the others as inactive; . = not tested or not shown.

canonical_smiles,RPL19A TOR yeast,LAP4-GFP MLPCN,AGP1 TOR yeast,Yeast superoxide,MEP2-GFP yeast,CIT2-GFP yeast,GRK2 aptamer HTS,VLA-4 inh
CN(C)C(=O)N1CCCC(C(=O)NCc2ccc(F)cc2Cl)C1 (stereo not drawn),94,98,102,94,98,98,1,0
COc1ccc(NC(=O)COC(=O)C2CCN(S(=O)(=O)c3cccs3)CC2)cc1,99,105,100,88,99,103,0,6
c1ccc(CSc2ccc(-c3cccs3)nn2)cc1,93,94,93,115,99,94,1,-5
Cc1ccc(Oc2nc3ccccn3c(=O)c2/C=C(\C#N)C(=O)NC2CCS(=O)(=O)C2)cc1 (stereo not drawn),94,110,105,107,94,115,75*,-3
CC1CCc2nc3ccccc3c(C(=O)OCC(=O)NC3CCS(=O)(=O)C3)c2C1 (stereo not drawn),108,100,98,104,99,101,3,10
O=C(c1cc2c(s1)-c1ccccc1OC2)N1CCN(c2ccccn2)CC1,100,109,97,99,97,96,0,8
O=C(COC(=O)CNC(=O)c1ccccc1)Nc1ccc(Cl)cn1,97,97,103,91,107,104,2,0
O=C(COC(=O)CC1CCS(=O)(=O)C1)Nc1ccc(F)cc1 (stereo not drawn),101,107,105,113,105,102,2,29
CN1CCN(c2ccc(Cl)cc2NS(=O)(=O)c2ccccc2Cl)CC1,100,101,104,97,101,100,0,0
O=C(CN(C(=O)CNC(=O)c1ccco1)c1ccc2c(c1)OCCO2)NC1CCCC1,112,97,106,92,105,109,2,5
COc1ccc(S(=O)(=O)n2ccc(-c3cnc(-c4ccccc4)s3)n2)cc1,96,94,95,97,102,101,0,6
CCn1nnnc1SCC(=O)NC1CCCC1,92,104,99,94,106,103,0,1
O=C(c1cccs1)N1CCN(Cc2cccnc2)CC1,103,109,104,97,103,93,1,-3
CN(C(=O)CSc1nnc(-c2ccc3c(c2)OCO3)o1)C1CCS(=O)(=O)C1 (stereo not drawn),99,99,101,100,104,99,0,18
COc1ccc(-c2nn(-c3ccccc3)cc2C(=O)Nc2ccc(C(=O)O)cc2)cc1,107,104,110,125,99,113,2,11
CC(=O)c1sc2nsc(SCCN3CCCCC3)c2c1N,103,.,.,93,107,.,2,12
COCCNC(=O)c1cc(-c2cccs2)on1,97,109,95,93,100,91,3,39
O=c1c(Cc2ccccc2)c(O)ccn1C1CCCCCCC1,99,103,102,124,102,98,1,-1
COc1cccc(-c2[nH]nc3c2C(c2ccc(C)o2)C(C#N)=C(N)O3)c1 (stereo not drawn),101,105,102,87,110,108,0,7
Cc1ccc(CNC(=O)c2ccc(NC(=O)C3=CSCCO3)cc2)cc1,99,102,95,99,110,98,2,2
Cc1ccc(OCc2cc(C(=O)N(C)CCc3ccccn3)no2)cn1,103,101,108,101,104,100,0,36
CCCCCCCSc1nnc(N)s1,103,105,106,111,102,104,0,-13
C=CCOc1cccc(CNCc2ccncc2)c1,104,111,105,100,98,102,0,3
O=C(Nc1ccc(SC(F)F)cc1)c1cc(-c2ccncc2)nc2ccccc12,91,92,96,106,93,98,0,-15
O=C(COC(=O)c1ccccc1NCCO)Nc1cccc(S(=O)(=O)NC2=NCCCCC2)c1,98,105,102,106,102,99,4,15
CC(C)(C)OC(=O)NCCc1nnc(SCc2ccccc2)o1,98,111,100,104,94,99,0,5
COc1ccccc1NC(=O)c1sc2nc3n(c(=O)c2c1C)CCC3,99,96,106,120,113,104,1,-104
COc1ccc(/C=N/NC(=O)CCn2nc(C)cc2C)cc1O,108,99,112,81,118,112,2,0
Cc1cc(C)n(CCN(C)Cc2cn[nH]c2-c2ccc(F)cc2F)n1,106,84,99,99,102,100,0,8
CC(C)=CCC[C@](C)(O[C@@H]1O[C@H](CO[C@@H]2OC[C@@H](O)[C@H](O)[C@H]2O)[C@@H](O)[C@H](O)[C@H]1O)C1CC[C@]2(C)C1[C@H](O)CC1[C@@]3(C)CC[C@H](O[C@@H]4O[C@H](CO)[C@@H](O)[C@H](O)[C@H]4O)C(C)(C)C3CC[C@]12C (stereo partly drawn),97,92,97,83,91,104,1,-6
O=C(NCCCn1ccnc1)c1ccc(OCC(F)(F)F)cc1,105,97,100,95,108,110,3,15
Cc1cc(F)ccc1NC(=O)c1cc(S(=O)(=O)N2CCc3ccccc32)cn1C,99,96,101,91,98,103,73*,-4
CCOC(=O)c1c(C)[nH]c(C)c1C(=O)COC(=O)c1cc2ccccc2cc1O,112,127,104,90,152,154*,0,6
CC1S/C(=N/N=C/c2ccco2)NC1=O (stereo not drawn),98,96,96,118,98,98,1,9
CCN(CC(=O)NCc1cccs1)CC(=O)Nc1cccc(S(N)(=O)=O)c1,95,109,99,86,105,101,5,-2
C[C@]12c3[nH]c4ccccc4c3CCN1C(=O)C(CC(=O)NCCN1CCOCC1)C[C@@H]2C(=O)N1CCCCC1 (stereo partly drawn),92,86,94,75,87,95,2,-4
CCCCn1c(N)c(N(CCOC)C(=O)C2CCN(S(=O)(=O)c3ccc(C)cc3)CC2)c(=O)[nH]c1=O,94,95,95,123,89,89,0,2
Cc1ccc(NC(=O)CN2C(=O)N/C(=C/c3ccc4c(c3)OCCO4)C2=O)cc1,104,97,99,98,104,109,0,0
COc1ccc(NC(=O)N(C)C[C@H]2Oc3c(NS(=O)(=O)c4ccc(F)cc4)cccc3C(=O)N([C@H](C)CO)C[C@@H]2C)cc1,95,105,92,84,93,92,0,1
CCOc1ccccc1C(=O)NCC(=O)Nc1ccc(-c2ccccc2)cc1,105,114,112,102,103,110,1,-6
Cc1ccc(C2CCN(C(=S)Nc3cccc(C)c3)C2)cc1 (stereo not drawn),103,130,93,110,103,96,3,5
COc1ccc(-c2cc(C(=O)N3CC(C)CC(C)C3)c3ccccc3n2)cc1OC (stereo not drawn),93,92,93,93,104,94,.,-5
CC(CNC(=O)c1ccccc1[N+](=O)[O-])NC(=O)c1ccccc1[N+](=O)[O-] (stereo not drawn),97,109,106,101,103,100,3,26
C=CCn1c(SCC(=O)NC2CCS(=O)(=O)C2)nnc1-c1cc2c(s1)CCC(CC)C2 (stereo not drawn),107,104,99,93,114,105,4,5
Clc1ccc(Nc2ncn[nH]2)c(Cl)c1,100,106,108,110,112,97,0,17
O=C(NC1CCN(c2ncccn2)CC1)c1ccccc1F,103,93,95,98,95,103,0,6
Cc1ccc2nc(=O)c(NNc3ccccc3)cnc2c1,102,97,98,78,103,99,4,2
Cc1cc(C)nc(SCCCn2c(=O)[nH]c3ccccc32)n1,109,104,115,107,103,110,2,17
CCOC(=O)c1c(CCl)nc2ccccc2c1-c1ccccc1,101,97,93,97,98,91,3,0
C/[N+]([O-])=C1\Cc2ccccc2C1=O,111,104,109,113,109,107,0,17

Profiles, looked up by structure.
C=CCn1c(SCC(=O)NC2CCS(=O)(=O)C2)nnc1-c1cc2c(s1)CCC(CC)C2 (stereo not drawn) is listed as RPL19A TOR yeast: 107; LAP4-GFP MLPCN: 104; AGP1 TOR yeast: 99; Yeast superoxide: 93; MEP2-GFP yeast: 114; CIT2-GFP yeast: 105; GRK2 aptamer HTS: 4; VLA-4 inh: 5
C/[N+]([O-])=C1\Cc2ccccc2C1=O is listed as RPL19A TOR yeast: 111; LAP4-GFP MLPCN: 104; AGP1 TOR yeast: 109; Yeast superoxide: 113; MEP2-GFP yeast: 109; CIT2-GFP yeast: 107; GRK2 aptamer HTS: 0; VLA-4 inh: 17
Cc1ccc(C2CCN(C(=S)Nc3cccc(C)c3)C2)cc1 (stereo not drawn) is listed as RPL19A TOR yeast: 103; LAP4-GFP MLPCN: 130; AGP1 TOR yeast: 93; Yeast superoxide: 110; MEP2-GFP yeast: 103; CIT2-GFP yeast: 96; GRK2 aptamer HTS: 3; VLA-4 inh: 5

Continuation:
canonical_smiles,RPL19A TOR yeast,LAP4-GFP MLPCN,AGP1 TOR yeast,Yeast superoxide,MEP2-GFP yeast,CIT2-GFP yeast,GRK2 aptamer HTS,VLA-4 inh
Cc1c(C(N)=O)sc2ncn(CC(=O)OC(C)C)c(=O)c12,95,97,94,88,97,90,2,1
Fc1ccc(CSc2nnc(-c3ccco3)o2)cc1,92,104,115,109,92,112,0,-1
CN(CCc1ccccn1)C(=O)CCC1CCCN(Cc2ccccc2OC(F)F)C1 (stereo not drawn),101,115,125,92,108,122,0,0
Cc1ccc(C)c(CN2CCC(CNC(=O)Nc3ccc(Br)cc3F)CC2)c1,104,109,100,103,115,101,0,11
CCOC(=O)C1(CC2CC2)CCN(C(=O)c2cc(C)nc3ccc(CC)cc23)CC1,95,97,99,96,96,91,0,-4
CC(CC12CC3CC(CC(C3)C1)C2)NCc1ccccc1O (stereo not drawn),106,104,98,99,118,106,0,7
COC(=O)c1ccc(Oc2cc(C)nc(-n3nc(C)cc3C)n2)cc1,95,94,96,99,100,98,0,15
CCOc1ccc(C(=O)Nc2cccc3nsnc23)cc1[N+](=O)[O-],99,90,95,86,97,95,0,-1
O=c1[nH]nc(CNc2ccc(O)cc2)c2ccccc12,98,96,103,100,94,101,4,-5
CCOC(=O)[C@@H]1[C@H]2COc3cc(OC)ccc3[C@@H]2N2C(=O)N(c3ccc(F)cc3)C(=O)[C@]12C,101,105,83,101,92,73,2,15
C=CCNC(=O)C1CCN(S(=O)(=O)c2ccc(Br)cc2)CC1,89,87,89,98,93,93,0,-9
CCOc1ccc(Oc2ccc(Cl)cc2NC(=O)C2=COCCO2)cc1,99,104,101,107,104,98,0,4

Screening results as filed in PubChem BioAssay.

Outcome played no part in choosing rows. About 1.7% of those tested had a hit in this group.
